Yeast superoxide: reduction of superoxide in aged yeast, primary screen, HTS. S. cerevisiae aged cells, superoxide DHE fluorescence; active compounds read low. 330,000 tested, 0.18% active. superoxide response (% of plate mean), % at 10 µM;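 active = superoxide response under a set limit, about three screen SD below normal, cut at about 65% in these data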;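 also: yeast aged for seven days with compound at 30 °C before DHE staining; 100% = average MFI of all compound-treated wells on the plate with controls excluded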
PP5 primary: PP5 phosphatase inhibitors, primary screen, biochemical, fluorescence; purified PP5c, OMFP substrate fluorescence; inhibition, % at 6.7 µM; 320,000 tested, 0.18% active;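 active = inhibition above the campaign's mean inhibition across all tested compounds plus 3 SD, cut at about 9.5% in these data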;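 also: 0% = DMSO only and 100% = 100 µM cantharidin control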
PP1 counter: PP1-alpha phosphatase inhibitors, primary screen, counter-screen for PP5 inhibitor project, biochemical, fluorescence, OMFP substrate, single point. Serine/threonine-protein phosphatase PP1-alpha catalytic subunit (Homo sapiens), P62136. purified PP1alpha. inhibition, % at 6.7 µM. 320,000 tested, 0.9% active;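 active = inhibition above the mean inhibition of all tested compounds plus 3 SD, computed separately for each screening campaign, cut at about 15% in these data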
Target sequence (P62136 whole entry, looked up): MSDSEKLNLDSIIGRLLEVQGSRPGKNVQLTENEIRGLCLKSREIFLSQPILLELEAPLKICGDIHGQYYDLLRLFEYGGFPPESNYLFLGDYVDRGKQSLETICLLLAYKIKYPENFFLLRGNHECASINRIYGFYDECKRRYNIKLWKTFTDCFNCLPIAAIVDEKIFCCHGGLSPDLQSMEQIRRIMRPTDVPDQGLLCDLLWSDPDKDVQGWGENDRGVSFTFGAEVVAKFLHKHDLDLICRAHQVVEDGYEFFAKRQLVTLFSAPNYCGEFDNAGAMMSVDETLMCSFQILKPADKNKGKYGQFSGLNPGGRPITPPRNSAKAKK
EBNA-1 inh: EBNA-1 DNA-binding inhibitors, primary screen, biochemical, fluorescence polarization. inhibition, % at 14.8 µM. 300,000 tested, 0.34% active; in the data active = inhibition above about 28%
CTSL1 counter: Fasciola hepatica cathepsin L1 inhibitors, primary screen, counter-screen for PFM18AAP inhibitor project, biochemical, QFRET, fluorogenic peptide substrate | recombinant F. hepatica cathepsin L1, Z-Leu-Arg-MCA fluorescence | inhibition, % at 5.96 µM | 300,000 tested, 0.49% active;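 active = inhibition above the mean of all tested compounds plus 3 SD, set per screening campaign, cut at about 17% in these data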;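 also: 0% = plate median of test compound wells and 100% = 1 µM Z-Phe-Ala-diazomethylketone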
TPT1 inh: Candida albicans TPT1 enzyme inhibitors, primary screen, biochemical, fluorescence polarization; tRNA 2'-phosphotransferase TPT1 (Candida albicans SC5314); recombinant caTPT1, FP RNA substrate dephosphorylation; inhibition, % at 5 µM; 300,000 tested, 0.81% active;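 active = inhibition above the mean of all tested compounds plus 3 SD, set per screening campaign, cut at about 24% in these data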;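 also: plate controls were DMSO alone for no effect and ferristatin control at 100 nM for full effect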
ZTA DNA inh: blocks Epstein-Barr virus ZTA, an EBNA-1 counter-screen. P03206. AID 2234. ZTA-DNA binding, fluorescence polarization. inhibition, % at 11 µM. 320,000 tested, 0.15% active; in the data active = inhibition above about 33%
Target sequence (P03206 whole entry, looked up): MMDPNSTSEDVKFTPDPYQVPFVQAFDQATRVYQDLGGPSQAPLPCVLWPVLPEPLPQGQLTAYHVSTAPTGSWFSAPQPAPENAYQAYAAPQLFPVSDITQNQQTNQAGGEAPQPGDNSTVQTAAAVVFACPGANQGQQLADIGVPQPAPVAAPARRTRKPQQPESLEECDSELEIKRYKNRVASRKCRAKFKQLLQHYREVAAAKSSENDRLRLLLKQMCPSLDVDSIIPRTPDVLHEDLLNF
GASC-1 inh: inhibitors of GASC-1 histone demethylase, primary screen, biochemical, fluorescence, DELFIA europium; GST-JMJD2C(1-420) H3K9me3 demethylation; Lysine-specific demethylase 4C (Homo sapiens), Q9H3R0; AID 2099, 2009; inhibition, % at 2.35 µM; 330,000 tested, 0.069% active;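 active = more than half of a compound's replicate wells show inhibition beyond 50%, single wells judged on their own value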;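 also: signal counts dimethyl H3K9 product captured on neutravidin plate; 0% = median of DMSO wells and 100% = 0.3 times that DMSO median; strong numbers were not always called active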
Target sequence (Q9H3R0 1-420 limits assumed): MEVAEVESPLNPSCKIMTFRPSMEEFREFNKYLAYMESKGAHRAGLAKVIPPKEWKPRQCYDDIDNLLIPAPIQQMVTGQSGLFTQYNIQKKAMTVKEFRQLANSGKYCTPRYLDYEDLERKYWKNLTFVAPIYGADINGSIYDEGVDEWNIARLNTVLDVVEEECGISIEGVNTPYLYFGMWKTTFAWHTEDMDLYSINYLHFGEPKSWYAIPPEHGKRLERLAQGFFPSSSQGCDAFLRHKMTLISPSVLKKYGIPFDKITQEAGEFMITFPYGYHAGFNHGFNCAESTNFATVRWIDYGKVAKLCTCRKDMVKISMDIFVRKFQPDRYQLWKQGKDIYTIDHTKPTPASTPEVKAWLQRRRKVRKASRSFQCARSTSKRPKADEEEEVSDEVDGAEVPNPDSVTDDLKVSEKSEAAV
HCV core dimer: inhibitors of HCV core protein dimerization, primary screen, biochemical, TR-FRET, high-throughput; TR-FRET GST/Flag-core106 dimerization, 1536-well; inhibition, % at 5 µM; 300,000 tested, 0.33% active;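 active = inhibition above the mean of all tested compounds plus 3 SD, set per screening campaign, cut at about 45% in these data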
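assay system = GST-tagged and Flag-tagged HCV core protein residues 1-106 | controls = unlabelled core106 and no-GST-core106 wells | incubation = compound-protein-antibody incubation 4 h at 22.5 °C | probe or stimulus = Eu donor and XL665 acceptor anti-tag antibodies | read-out = % inhibition based on acceptor/donor emission ratio | signal = TR-FRET 671 and 617 nm emission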
* hit, by the source's call; i = inactive; / = not tested or not shown.

SMILES	Yeast superoxide	PP5 primary	PP1 counter	EBNA-1 inh	CTSL1 counter	TPT1 inh	ZTA DNA inh	GASC-1 inh	HCV core dimer
CCN(CC)CC#CC(C)OCOCC#CCOC (centres undefined)	99	-0.2	-1	6	3	-2	-12	4	-3
CCOc1ccc(Nc2nc(N)nc(CN3CCN(c4ccccc4F)CC3)n2)cc1	107	2.8	0	-2	-1	-1	-14	-13	-6
O=[N+]([O-])c1ccc(-n2nncc2-c2ccc(Cl)cc2)cc1	86	-0.2	0	12	5	0	-9	6	0
N#CCCN(C(=O)CSc1nc2nc(-c3cccs3)cc(C(F)(F)F)c2c(=O)[nH]1)c1ccccc1	114	0.2	-3	1	2	2	3	5	31
COc1cc(C(=O)n2nc(C)cc2C)cc(OC)c1OC	116	1.5	1	6	-1	0	2	-2	2
CCn1c(SCC(=O)N2CCCC2)nc2ccccc21	97	-2.5	9	-11	-9	-1	-16	-1	-5
Cn1c(=O)n(-c2cccc(Cl)c2)c(=O)n1C	98	0.6	-2	14	-3	-1	13	8	-1
Cc1ncsc1C(=O)N1CCCC(C(=O)c2ccc3ccccc3c2)C1 (centres undefined)	97	4.1	1	-16	6	-3	-4	1	-1
CCOc1ccccc1NC(=O)C1CCN(C(=O)C2CC(=O)N(c3ccc(C)cc3)C2)CC1 (centres undefined)	88	2.9	0	-4	-3	1	-3	4	4
COCC1CCCCN1Cc1cn[nH]c1-c1ccc(OC)cc1OC (centres undefined)	91	0.7	1	12	-2	0	-2	2	-2
CSC1=NC(=O)/C(=C/c2ccc(SC)cc2)S1	100	0.9	4	0	4	12	1	-25	5
CSCC[C@H](NC(=O)N1CCn2c1nc1ccccc12)C(=O)NCc1ccc(C)cc1	103	1.7	1	6	3	1	4	11	14
CCOC(=O)/C=C/C(=O)Nc1ccc(Oc2ccccc2)cc1	102	1.9	-1	16	31*	0	6	-3	4
CC(C)CCn1c(CN2CCN(C(=O)c3ccco3)CC2)nc2c1c(=O)n(C)c(=O)n2C	102	-1.2	-1	4	-1	-4	5	-7	2
Cc1ccc(-c2c(C(=O)N3CCOCC3)oc(=O)c3ccccc23)cc1	97	-1.4	-1	-3	4	0	4	-3	0
COc1c(N2CCN[C@H](C)C2)c(F)cc2c(=O)c(C(=O)O)cn(C3CC3)c12	102	-1.3	1	6	-5	0	9	-1	6
O=C(CN1C(=O)c2ccccc2S1(=O)=O)NCc1ccc(F)cc1	111	2.8	-4	-13	1	2	7	-6	-5
Clc1ccc(COc2ccccc2CNCc2cccnc2)cc1	89	-0.1	0	0	0	0	-1	-16	-3
c1cnc2ncc3sccc3c2c1	106	-0.4	-3	-2	-3	-1	22	1	3
O=C(NNc1cccc(Cl)n1)C(F)(F)F	91	-1.4	-2	-9	4	11	11	-6	-1

Looked up one by one from the entries so far:
SMILES	Yeast superoxide	PP5 primary	PP1 counter	EBNA-1 inh	CTSL1 counter	TPT1 inh	ZTA DNA inh	GASC-1 inh	HCV core dimer
CCOC(=O)/C=C/C(=O)Nc1ccc(Oc2ccccc2)cc1	102	1.9	-1	16	31*	0	6	-3	4
CC(C)CCn1c(CN2CCN(C(=O)c3ccco3)CC2)nc2c1c(=O)n(C)c(=O)n2C	102	-1.2	-1	4	-1	-4	5	-7	2

The list goes on.
SMILES	Yeast superoxide	PP5 primary	PP1 counter	EBNA-1 inh	CTSL1 counter	TPT1 inh	ZTA DNA inh	GASC-1 inh	HCV core dimer
Cc1noc(C)c1C(=O)OCC(=O)NCCC1=CCCCC1	102	-2.7	-5	4	0	2	8	-4	-4
CS(=O)(=O)NN1C(=O)c2ccccc2NC1c1cccs1 (centres undefined)	93	0.8	-1	6	1	-5	-3	/	0
COC(=O)c1ccc(NS(=O)(=O)c2cccc3cccnc23)cc1	114	4.2	-1	-2	-2	0	-9	-9	-4
Cc1ccccc1Cn1cc(NC(=O)c2noc3c2CC(C(C)(C)C)CC3)cn1 (centres undefined)	65*	3.5	2	4	3	-6	5	14	5
CC(=O)Nc1ccc(-c2ccc3nnc(C)n3n2)cc1	104	-2.2	-1	5	-2	2	10	3	1
COC(=O)c1ccc(C2C(C(=O)c3cc4ccccc4o3)=C(O)C(=O)N2CCCN(C)C)cc1 (centres undefined)	110	4.4	0	-12	3	-2	-8	-7	-1
c1ccc(-c2nc3c4ccccc4ccn3c2CN2CCCCC2)cc1	114	1.9	2	5	-1	-3	13	0	2
Cc1ccccc1Nc1cc(C(=O)NCC2CCCO2)c2ccccc2n1 (centres undefined)	107	1.1	-1	-8	2	2	-5	24	-2
O=C(Cc1ccc(Cl)cc1)Nc1ccc2c(c1)C(=O)NC2=O	106	0.0	-2	10	0	-1	0	-37	6
O=C(CN1CCN(S(=O)(=O)c2ccc(F)cc2)CC1)Nc1ccc2c(c1)OCCO2	123	4.5	0	-6	-3	-9	6	4	2
O=S(=O)(NC(=NCc1ccccc1)c1ccccc1F)c1ccccc1	100	-1.5	-6	-14	-3	-1	-2	i	0
CN(CC(=O)Nc1cccc2ccccc12)C(=O)c1ccc(F)cc1F	91	1.7	1	/	/	/	7	10	/
O=C(CCS(=O)(=O)Cc1ccc(Cl)cc1)NCCc1ccccc1	103	3.3	-2	1	5	1	-5	-16	1
Cc1ccc(NC(=O)CC2Oc3ccc(C)cc3NC2=O)c(C)c1 (centres undefined)	102	1.1	5	7	2	-2	-14	-2	-8
CSc1nc(-c2ccc(F)cc2)cc(=O)[nH]1	88	-0.7	0	5	-1	-4	-3	-5	-4
O=C(CSc1nc(O)cc(=O)n1-c1ccc(Cl)c(Cl)c1)Nc1ccc(Cl)cc1Cl	92	2.1	7	13	2	2	-4	11	5
c1ccc(CCN(Cc2ccccc2)Cc2nc(C3CC3)no2)cc1	94	2.0	-3	-3	-2	-2	-20	7	0
C/C(=N\Nc1nc2c(s1)CCCC2)c1ccc(Cl)cc1	88	-8.1	-4	-11	10	-1	-20	7	1
CC1(C)CC(NS(=O)(=O)c2ccc(C(C)(C)C)cc2)CC(C)(C)N1	100	2.9	-1	3	-4	-3	-8	-5	-4
CCOc1ccc(-n2c(C)cc(/C=C3/C(=N)N4C(=NC3=O)SN=C4S(C)(=O)=O)c2C)cc1	104	3.0	-5	5	4	6	-1	7	29

Among those listed so far, five have an aryl thioether with sulfur outside any ring.
SMILES	Yeast superoxide	PP5 primary	PP1 counter	EBNA-1 inh	CTSL1 counter	TPT1 inh	ZTA DNA inh	GASC-1 inh	HCV core dimer
N#CCCN(C(=O)CSc1nc2nc(-c3cccs3)cc(C(F)(F)F)c2c(=O)[nH]1)c1ccccc1	114	0.2	-3	1	2	2	3	5	31
CCn1c(SCC(=O)N2CCCC2)nc2ccccc21	97	-2.5	9	-11	-9	-1	-16	-1	-5
CSC1=NC(=O)/C(=C/c2ccc(SC)cc2)S1	100	0.9	4	0	4	12	1	-25	5
CSc1nc(-c2ccc(F)cc2)cc(=O)[nH]1	88	-0.7	0	5	-1	-4	-3	-5	-4
O=C(CSc1nc(O)cc(=O)n1-c1ccc(Cl)c(Cl)c1)Nc1ccc(Cl)cc1Cl	92	2.1	7	13	2	2	-4	11	5

(list continues)
SMILES	Yeast superoxide	PP5 primary	PP1 counter	EBNA-1 inh	CTSL1 counter	TPT1 inh	ZTA DNA inh	GASC-1 inh	HCV core dimer
COc1cccc(NC(=O)c2ccccc2-c2ccccc2)c1	101	3.9	-5	-7	-4	2	0	-5	1
COc1ccc(NC(=O)C2CC(c3ccc(OC)c(OC)c3)=NO2)cc1OC (centres undefined)	81	2.4	0	-6	-8	-3	-31	-1	-4
CCCn1c2ccc(C)cc2c2nnc(SCCN3CCOCC3)nc21	111	0.6	-2	-23	1	5	-9	-32	0
CC(=O)c1cccc(NC(=O)COC(=O)[C@@H](NC(=O)OCc2ccccc2)C(C)C)c1	99	1.1	1	-7	-36	2	1	6	-3
CC/C(=N\O)c1ccc(OC)c(OC)c1	86	-1.9	1	1	2	-4	9	1	-1
CCCN1C(=S)SC(C)(C)C1/[N+]([O-])=C/c1cccnc1 (centres undefined)	79	-1.6	-2	-1	1	0	1	-14	0
CCOc1ccc(Nc2ncnc3c2cnn3Cc2ccccc2)cc1	86	4.4	2	-6	0	3	-4	-6	3
CS(=O)(=O)Nc1cccc(C2=NN(S(=O)(=O)c3ccccc3)C(c3ccco3)C2)c1 (centres undefined)	80	1.6	1	13	-2	3	7	9	1
COc1ccc(S(=O)(=O)N2CCOC2CNC(=O)C(=O)NCCc2ccccc2)cc1 (centres undefined)	89	1.5	2	3	-3	0	-15	5	2
COc1ccc(CCNC(=O)CSCc2ccc([N+](=O)[O-])cc2)cc1	101	-1.5	-6	-5	-1	1	3	-5	5
CC1(C)Oc2ccc(/C=C/C(=O)N3CCOCC3)c(O)c2C(N2CCOCC2)C1O (centres undefined)	103	0.7	0	-3	0	-4	4	10	1
CCC(=O)Nc1nc(-c2ccccc2)nc(SC)c1C(C)=O	122	-1.4	-1	7	1	-4	17	1	4
O=C(Nc1cccnc1)c1cnc2ccccc2n1	92	2.6	3	8	1	2	-11	0	-5
Cc1ccc(F)cc1S(=O)(=O)Nc1cccc(C(=O)N2CCCC(C(N)=O)C2)c1 (centres undefined)	94	2.4	-3	/	/	/	0	7	/
COc1ccc(S(=O)(=O)NCc2ccncc2)cc1NC(=O)c1ccc(Cl)cc1	98	0.6	-4	10	-5	1	17	33	2
CCOc1ccc(OCCN2C(=O)NC(Cc3c[nH]c4ccccc34)C2=O)cc1 (centres undefined)	101	4.6	0	2	-3	0	-2	8	-8
CCOC(=O)Cc1nnc(NC(=O)Nc2ccccc2)s1	99	3.3	2	-1	1	-1	-9	9	-6
O=C(NNC(=O)c1ccc2nonc2c1)Nc1ccc(Cl)cc1	117	2.9	-2	-1	-4	-1	-12	-6	-1
CC(=O)Nc1ccc(NC(=O)[C@@H]2CCCC[C@@H]2C(=O)O)cc1	90	3.0	3	-1	2	-4	-12	1	-2
O=C(CN1CCC(C(=O)c2cccc(Cl)c2)CC1)Nc1cccc(C(=O)O)c1	87	-4.0	-4	-12	0	0	2	-12	2
Cc1nn(-c2nc3ccccc3s2)c(C)c1Oc1ccccc1O	101	5.2	0	4	0	3	-7	6	-12
CCOCc1nnc(NS(C)(=O)=O)s1	97	0.4	1	8	3	0	2	0	1
CSc1ccc(CN(C)CC(=O)NC(C)c2ccccc2)cc1 (centres undefined)	92	0.1	4	-3	-1	0	0	7	-12
O=C(O)c1ccc2c(=O)n(-c3ccc(F)c(Cl)c3)c(=S)[nH]c2c1	115	-0.2	-3	-1	0	-2	-27	-2	5
c1ccc(OCC2CCNCC2)nc1	99	0.8	2	4	-1	8	11	2	11
Clc1ccc(-c2nnc3cccc(Cl)n23)c(Cl)c1	104	2.4	-1	-4	0	-4	-14	2	2
O=C(Cc1cn2ccsc2n1)Nc1nc2c(s1)CN(Cc1ccccc1)CC2	113	2.0	14	-10	3	9	-8	2	38
O=C(NNC(=O)c1ccc([N+](=O)[O-])cc1C(=O)O)c1ccncc1	114	-1.1	2	-6	4	1	2	-12	0
CCC(C)Nc1nc(N)c([N+](=O)[O-])c(NC2CCCCC2)n1 (centres undefined)	112	1.4	1	-8	2	-3	-10	8	-7
CC1Cc2cc(/C=C3/SC(N4CCC(C(N)=O)CC4)=NC3=O)ccc2O1 (centres undefined)	97	-0.7	-3	-2	4	-3	-5	-3	0
COc1cccc2cc(C(C)N(CCCN3CCOCC3)C(=S)Nc3cccc(C)c3C)oc12 (centres undefined)	93	-1.8	-2	14	5	2	18	1	2
Cc1ccc(C(=O)c2c3ccc(C(F)(F)F)cc3[n+]([O-])n2CCCN)cc1	84	-1.6	-1	3	4	0	16	-1	2
